# Screening results (PubChem)
# MPTP block: mitochondrial permeability transition pore inhibitors, primary screen, biochemical, isolated mouse mitochondria, absorbance. Ca2+ swelling absorbance, 30 min. inhibition, % at 10 µM. hit rate 1.4% among 360,000;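 active = inhibition of 50% or more, scaled per plate between neutral and stimulator controls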;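 also: 0% = DMSO wells given calcium and 100% = 1 mM EGTA wells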
# SENP1 inh: human SENP1 catalytic domain inhibitors, primary screen, biochemical, FRET, uHTS. inhibition, % at 10 µM. recombinant SENP1 catalytic domain, CyPet-SUMO1-YPet FRET cleavage. AID 624204, 2012. hit rate 0.21% among 360,000;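 active = inhibition at least 30% at 10 µM, raw YFP signal under a set limit, fluorescence ratio 0.5 to 1.5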;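 also: 0% = enzyme with DMSO and 100% = no enzyme wells; some results filed as inactive read as strong as hits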
# Target sequence (Q9P0U3 419-644 limits assumed): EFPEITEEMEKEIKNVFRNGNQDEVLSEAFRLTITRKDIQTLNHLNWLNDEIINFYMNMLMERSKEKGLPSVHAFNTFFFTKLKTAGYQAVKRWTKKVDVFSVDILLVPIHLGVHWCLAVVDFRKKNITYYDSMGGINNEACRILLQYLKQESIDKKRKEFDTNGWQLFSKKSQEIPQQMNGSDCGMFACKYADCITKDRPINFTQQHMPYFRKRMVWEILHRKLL
#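 Test system: recombinant human SENP1 catalytic domain, His6-tagged / Medium: pH 8 Tris buffer with EDTA, NaCl, BME, BSA, NP40, catalase / Also added: SUMO1 FRET substrate flanked by Cypet and Ypet, 25 nM / Times: 50 min reaction at room temperature / Signal: FRET, CFP and YFP emission / Control set: no-enzyme low control and enzyme-plus-DMSO high control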
# SENP8 inh: human SENP8 protease inhibitors, primary screen, biochemical, fluorescence, Nedd8 protein substrate, uHTS | recombinant SENP8 | inhibition, % at 20 µM | hit rate 0.64% among 360,000 | Sentrin-specific protease 8 (Homo sapiens), Q96LD8; in the data active = inhibition mostly above about 40%, no sharp cut-off; inactive = mostly below about 27%
# Target sequence (Q96LD8 whole entry, looked up): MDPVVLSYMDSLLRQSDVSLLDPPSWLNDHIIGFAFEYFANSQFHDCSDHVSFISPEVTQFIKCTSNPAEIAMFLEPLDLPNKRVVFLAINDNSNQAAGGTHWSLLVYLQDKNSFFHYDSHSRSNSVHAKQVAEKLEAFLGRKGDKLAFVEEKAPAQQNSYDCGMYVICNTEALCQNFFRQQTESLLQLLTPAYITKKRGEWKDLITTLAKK
# Numbers without * were called inactive; i = inactive; & = joins results of further samples. Not all compounds are listed; rates above refer to the full screens.
no.	Molecule	MPTP block	SENP1 inh	SENP8 inh
1	CN(Cc1ccc(Cl)c(Cl)c1)C(c1cc2ccccc2o1)c1nnnn1C(C)(C)C (stereo not given)	4.3	2	3
2	CCC(c1nc2ccccc2[nH]1)n1c(=O)c(-c2cccs2)nc2ccccc21 (stereo not given)	2.6	-147	-446
3	Cc1ccc(S(=O)(=O)N2C[C@H]3C(=O)C[C@@H](c4ccccc4)N(S(=O)(=O)c4cccc(C)c4)[C@H]3C[C@H]2c2ccccc2)cc1	1.3	-1	26
4	CC(C)n1nnnc1C1c2ccccc2C(=O)N1CCOc1ccccc1 (stereo not given)	1.3	3	8
5	COC(=O)c1ccc2nc(-c3ccccc3)c(Cc3ccccc3C(F)(F)F)n2c1	2.2	-7	-390
6	COc1cccc(C(NC(C)=O)c2nc(-c3cnn(C)c3)cs2)c1 (stereo not given)	0.2	-1	6
7	NC(c1csc(Nc2nncc3ccccc23)n1)c1ccccc1Cl (stereo not given)	5.0	-33	-124
8	Cc1c(COc2ccc3ccccc3c2)nnn1CC(=O)NS(=O)(=O)c1ccccc1C(F)(F)F	0.2	0	8
9	CNc1cncc(-c2ccc(OC)cc2)n1	-0.9	-11	-498
10	Nc1ccn([C@@H]2O[C@H](C(=O)Nc3cc(C(F)(F)F)cc(C(F)(F)F)c3)[C@@H](O)[C@H]2O)c(=O)n1	2.3	0	16
11	CCOC(=O)[C@]12CCC=C1N(CCC1=CCCCC1)C(=O)[C@H](CC(=O)NCCC(C)C)C2	0.9	-3	27
12	C(=C\c1ccccc1)/CN1CCN(C(c2cccs2)c2nnnn2-c2ccc3c(c2)OCCO3)CC1 (stereo not given)	-0.3	5	15
13	OC[C@@H]1CN(Cc2cccc(C(F)(F)F)c2)C[C@H](n2cnc3c(NCc4ccco4)ncnc32)O1	0.1	-1	2
14	CCC1OC(C(C)C)Cc2[nH][nH]c(=O)c21 (stereo not given)	-0.2	1	25
15	COCCNc1ncnc2c1ncn2[C@H]1CN(Cc2ccc(Cl)cc2)C[C@@H](CO)O1	-0.5	2	8
16	CN1OC[C@@H]2CN(C(=S)NCCc3ccccc3)[C@H](c3ccccc3Br)C[C@@H]21	0.8	-1	17
17	CN(C)C(=O)c1cccc(-c2cnc3c(NC=O)cc(-c4ccccc4N(C)C)cn23)c1	1.1	-30	-168
18	COC(=O)C(C(=O)OC)c1ccccc1CNS(=O)(=O)c1ccc(C)cc1	-0.6	0	21
19	CS(=O)(=O)Nc1ccc(-c2cnc3cccnn23)cc1	-3.0	-42	i
20	OCCc1ccc(NCCc2cccs2)cc1	0.7	5	5
21	COc1ccc(S(=O)(=O)N2CCCCC2c2cc(C(=O)Nc3ccc4c(c3)OCO4)no2)cc1 (stereo not given)	1.1	-1	18
22	CC(C)(C)S(=O)N1Cc2cc(C(=O)N[C@@H]3CCN(Cc4ccccc4)C3)nc(-c3cccc(-c4cc5ccccc5o4)c3)c2[C@@H]1CCO (stereo not given in full)	-2.6	-16	-73
23	CCc1nc2ccc(C(=O)NCc3cccs3)cn2c1N(C)Cc1nccs1	0.0	0	12
24	CN(C)c1ncnc2c1ncn2[C@H]1CN(Cc2ccc3c(c2)OCO3)C[C@@H](CO)O1	0.3	0	11
25	Cc1ccc(C(O)c2ncc(-c3ccccc3C)[nH]2)cc1 (stereo not given)	0.7	0	6

# Look-ups from above.
# entry 25 in MPTP block: 0.7
# entry 18 in SENP1 inh: 0
# entry 22 in SENP1 inh: -16
# entry 7 in SENP1 inh: -33
# entry 9 in SENP1 inh: -11
# entry 10 in SENP1 inh: 0
# entry 24 in MPTP block: 0.3

# Other structures follow:
no.	Molecule	MPTP block	SENP1 inh	SENP8 inh
26	OC(c1ccc(Cl)c(F)c1)c1ncc(-c2cccc(C(F)(F)F)c2)[nH]1 (stereo not given)	35	2	3
27	CC(=O)Nc1cncc(-c2cnn(CC(C)C)c2)n1	-0.6	-1	i
28	O=c1cc(CN2CCCCC2)c2c(ccc3ccccc32)o1	0.2	0	-61
29	CCNC(=O)C1(C)CCCN(C(=O)c2ccc(F)c(C)c2)C1 (stereo not given)	-0.8	0	6
30	FC(F)(F)c1cc(Cl)c2nc(-c3ccccc3)c(Cc3ccsc3)n2c1	1.9	-8	-171
31	Cc1cc(C)cc(C(O)c2ncc(-c3cccc(F)c3)[nH]2)c1 (stereo not given)	-0.3	1	17
32	Cc1cc2nc(-c3ccccc3Br)n(/C=C(\c3ccccc3)n3c(=O)[nH]c4ccccc43)c2cc1C	0.8	-18	-380
33	COc1cccc(C(C)(O)c2nc(-c3cnn(C)c3)cs2)c1 (stereo not given)	1.2	1	9
34	CC(=O)Nc1ccc(-c2ccnc3c2CC(C)(C(=O)NCC2CC2)O3)cc1 (stereo not given)	-0.7	1	5
35	Cc1ccc(C(=O)C2C(=O)C3CCC2C3)cc1 (stereo not given)	0.9	0	13
36	COC(=O)c1ccc2nc(-c3ccc(F)cc3)c(Cc3cccc(Cl)c3)n2c1	1.7	-3	-389
37	COC(=O)N1CCCCC1c1cc(C(=O)N2CCOCC2)no1 (stereo not given)	-3.1	3	11
38	CCOc1ccc(CCN2C(=S)N([C@@H](Cc3ccc(O)cc3)CN3CCC[C@@H]3CN3C(=S)NC[C@@H]3Cc3ccccc3)C[C@@H]2Cc2ccc(O)cc2)cc1	1.0	0	22
39	CO[C@H]1CN(C)C(=O)c2cc(NS(=O)(=O)c3ccccc3)ccc2OC[C@@H](C)N(Cc2ccccn2)C[C@@H]1C	-0.5	1	19
40	Cc1ccc(S(=O)(=O)NC(=O)C2(C)CCN2C(=O)Cc2ccc(C(C)(C)C)cc2)cc1 (stereo not given)	0.5	1	10
41	CCOC(=O)C[C@@H]1OC[C@H](C)N1S(=O)(=O)c1ccc(C)cc1	0.9	4	7
42	CN(C)c1ccc(CNC(=O)/C=C/[C@H]2O[C@@H](n3ccc(=O)[nH]c3=O)[C@H](O)[C@@H]2O)cc1	-0.3	-2	24
43	COc1cccc(CNC(=S)Nc2ccc3c(c2)c(=O)n(C)n3C)c1	-0.5	-1	-491
44	CN(Cc1ccc(C(F)(F)F)cc1)C(=O)[C@H]1O[C@@H](n2ccc(=O)[nH]c2=O)[C@H](O)[C@@H]1O	-0.1	3	21
45	COc1cccc(-c2cnc(C(O)c3cccc(CN4CCCCC4)c3)[nH]2)c1 (stereo not given)	0.3	1	7
46	COc1ccc(OCCN2CCC(C(=O)NC(c3ccc(Cl)cc3)c3cnccn3)CC2)cc1 (stereo not given)	-0.1	1	6
47	CC1=C(C(=O)N2CCCCCC2)CC(CC(=O)NCc2cccs2)C(=O)N1CCC1=CCCCC1 (stereo not given)	0.3	-1	5
48	CCN(CC)C(=O)c1cccc(-c2csc(C(C)(NC(C)=O)c3ccc(OC)cc3)n2)c1 (stereo not given)	-0.5	1	12
49	Cc1cccc(C)c1-n1nnnc1C1c2ccccc2C(=O)N1CCc1ccccc1F (stereo not given)	1.5	4	15
50	CC(C)COC(=O)N1CCCCC1c1cc(C(=O)Nc2ccccc2)no1 (stereo not given)	1.3	2	14
51	CCCCNC(=O)C[C@@H]1C[C@@]2(C(=O)OC)CCCCC=C2N(Cc2cccc3ccccc23)C1=O	-1.1	1	5
52	O=C(C[C@H]1CC[C@@H](NC(=O)Cc2cccnc2)[C@@H](CO)O1)NCc1ccc2c(c1)OCO2	7.7	1	12
53	CN1CCN(C2CN(Cc3cn(Cc4ccccc4F)nn3)S(=O)(=O)C2)CC1 (stereo not given)	-0.6	-1	14
54	C(=NNC1=NCCN1)c1ccnc2ccccc12	1.2	1	-6
55	CCCCCCn1cc(CN2CC(N3CCN(Cc4cccc(C)c4)CC3)CS2(=O)=O)nn1 (stereo not given)	-0.3	0	26
56	N#Cc1cccc(-c2csc(C(O)c3ccc(F)cc3)n2)c1 (stereo not given)	0.2	-1	4
57	CC(C)CC(N)c1csc(NC(=O)c2cc(C(C)(C)C)nn2Cc2ccccc2)n1 (stereo not given)	4.3	-1	2
58	O=C1O[C@@H](c2ccccc2)C[C@@H](O)C(=O)CCc2ccccc21	-0.8	1	-10
59	CCOc1ccc(CCN2C(=O)C(=O)N([C@@H](CC(C)C)CN3CCC[C@H]3CN3C(=O)C(=O)NC[C@@H]3Cc3ccccc3)C[C@@H]2Cc2ccc(O)cc2)cc1	-3.6	2	29
60	CCc1nc2ccc(C(=O)Nc3cccc(OCC(=O)N(C)C)c3)cn2c1N(C)Cc1cc2ccccc2s1	-0.8	-6	5
61	CCCN(CCC)Cc1cc(=O)oc2cc(C)c(C)cc12	0.8	-4	-19
62	Cc1ccccc1N=C(c1ccccc1)C1C(=O)c2ccccc2C1=O	0.0	-1	22
63	CC(=O)C1=CCC(c2ccccc2)N(S(=O)(=O)c2ccccc2)C1 (stereo not given)	1.0&-0.4	2&-1	25&9
64	COc1ccc(OC)c(CN2C(=O)CSCC2(C)C(=O)NCc2ccccc2)c1 (stereo not given)	-0.8	0	22
65	CCCCNC(=O)C1(C)CCN1C(=O)c1cncc(Br)c1 (stereo not given)	0.3	2	14
66	Cn1c(=O)c2cc(NC(=S)NC3CC3)ccc2n1Cc1cccc(C(F)(F)F)c1	0.6	-2	i
67	CCOC(=O)CC1(C)Oc2cc(Cl)ccc2N1S(=O)(=O)c1ccc(C)cc1 (stereo not given)	0.5	2	20
68	CC1CCC(C(C)C)C(NC(=O)c2ccncc2)C1 (stereo not given)	4.2	0	19
69	COCCNC(=O)C1(C)CCCN(C(=O)c2ccc(OC)c(OC)c2)C1 (stereo not given)	-2.4	2	7
70	COc1ccc(-c2nc3c4ccccc4ccn3c2Cc2ccc(C)cc2)cc1OC	1.7	-3	-347
71	CCOC(=O)[C@]12CCC=C1N(Cc1cccc3ccccc13)C(=O)[C@H](CC(=O)N1CCOCC1)C2	-0.2	2	10
72	CS(=O)(=O)c1ccc(Nc2nc(C(N)COCc3ccccc3)cs2)cc1 (stereo not given)	2.3	-10	-256
73	COCc1cccc(-c2csc(C(C)(O)c3cccc(OC)c3)n2)c1 (stereo not given)	10	1	23
74	Cc1ccc(CNC(=O)C2(C)CCN2C(=O)Cc2ccc(-c3ccccc3)cc2)cc1 (stereo not given)	2.1	-1	7
75	COC(=O)[C@@]12C[C@@H](CC(=O)NCCCCc3ccccc3)C(=O)N(Cc3cccc4ccccc34)C1=CCC(C)(C)C2	-2.0	4	23

# Later entries.
no.	Molecule	MPTP block	SENP1 inh	SENP8 inh
76	COc1ccc(NC(=O)C2(C)CCN2C)cc1OC (stereo not given)	7.7	1	6
77	Nc1[nH]c(C(=O)c2ccccc2)c(-c2ccccc2Br)c1C(=O)NCCc1c[nH]c2ccccc12	-0.8	-8	13
78	CCCCCCCCC(c1nc2ccccc2[nH]1)N1CCN=C(c2ccccc2)C1=O (stereo not given)	2.2	2	-10
79	COc1cc(-c2cnc3c(NC=O)cc(-c4cccc(NC(C)=O)c4)cn23)cc(OC)c1OC	0.3	-7	-387
80	CCOC(=O)[C@]12CCCC=C1N(Cc1ccc3c(c1)OCO3)C(=O)[C@H](CC(=O)NCC1CCCCC1)C2	0.8	-1	15
81	O=S1(=O)CC(N2CC=CC2)CN1Cc1cn(Cc2cccc(C(F)(F)F)c2)nn1 (stereo not given)	-0.5	0	20
82	CCCCNC(=O)C1C(c2ccccc2)=Nc2ccccc2N1C(=O)c1ccc(C)cc1 (stereo not given)	-2.0	4	-27
83	COC(=O)C1=CN(c2cccc(OCc3ccccc3)c2)C(N)=C(C#N)C1c1cccc(OC)c1OC (stereo not given)	-1.3	-14	-91
84	O=C1c2ccccc2C(c2nnnn2Cc2ccccc2)N1CCc1c[nH]c2ccccc12 (stereo not given)	-2.7	-3	18
85	CC1(C)OC(=O)C2=C(C[C@@H](C3CCCC3)O[C@@H]2c2ccc(Cl)cc2)O1	2.0	1	14
86	CCN(CC)c1c(C)nc2ccc(C(=O)N3CCN(C(=O)c4ccco4)CC3)cn12	-0.5	-6	7
87	CCOC(=O)[C@]12CCC=C1N(Cc1cccc3ccccc13)C(=O)[C@H](CC(=O)NCCCCc1ccccc1)C2	-1.8	1	18
88	O=c1cc(CN2CCCCC2)c2ccccc2o1	0.4	0	21
89	COc1cccc(-c2cnc3c(NC=O)cc(-c4ccc(OC)cc4OC)cn23)c1	0.7	-16	-268
90	CCOC(=O)C1=C[C@@H](c2ccccc2)N(S(=O)(=O)c2ccc(C)cc2)[C@H]1c1ccccc1Cl	1.1	0	9
91	COc1cccc(C2=Cc3ccc(F)cc3C(CC(C)=O)N2c2ccc(-c3cc(OC)c(OC)c(OC)c3)cc2)c1 (stereo not given)	0.9	-16	-386

# Sorted by SMILES length (descending): six of the compounds above
no.	Molecule	MPTP block	SENP1 inh	SENP8 inh
16	CN1OC[C@@H]2CN(C(=S)NCCc3ccccc3)[C@H](c3ccccc3Br)C[C@@H]21	0.8	-1	17
46	COc1ccc(OCCN2CCC(C(=O)NC(c3ccc(Cl)cc3)c3cnccn3)CC2)cc1 (stereo not given)	-0.1	1	6
1	CN(Cc1ccc(Cl)c(Cl)c1)C(c1cc2ccccc2o1)c1nnnn1C(C)(C)C (stereo not given)	4.3	2	3
82	CCCCNC(=O)C1C(c2ccccc2)=Nc2ccccc2N1C(=O)c1ccc(C)cc1 (stereo not given)	-2.0	4	-27
67	CCOC(=O)CC1(C)Oc2cc(Cl)ccc2N1S(=O)(=O)c1ccc(C)cc1 (stereo not given)	0.5	2	20
72	CS(=O)(=O)c1ccc(Nc2nc(C(N)COCc3ccccc3)cs2)cc1 (stereo not given)	2.3	-10	-256
